SUMO1 PPI mod = SUMO1-SIM interaction modulation; P63165; SUMO1 binding to a labelled peptide, TR-FRET, 1 h; inhibition, % at 20 µM; actives 0.33% (n = 360,000); in the data active = inhibition above about 37%
Target sequence (P63165 whole entry, looked up): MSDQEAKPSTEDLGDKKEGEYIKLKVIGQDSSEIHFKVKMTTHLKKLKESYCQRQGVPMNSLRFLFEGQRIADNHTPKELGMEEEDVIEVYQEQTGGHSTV
DNMT1 inh = blocks human DNA methyltransferase DNMT1; DNMT1 molecular beacon, Hinp1I cleavage, fluorescence; actives 0.83% (n = 360,000); inhibition (reported as % activation of signal), % at 10 µM; in the data active = inhibition above about 50%
STEP inh = inhibitors of human striatal-enriched phosphatase STEP | actives 0.25% (n = 360,000) | recombinant STEP, OMFP fluorogenic substrate, fluorescence | inhibition, % at 20 µM | AID 588621;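 active = inhibition at 20 µM, scaled per plate between control wells, above about 37%, limit read from the data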;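 note: 0% = DMSO with enzyme and substrate and 100% = substrate only without enzyme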
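Also added – OMFP at 25 µM · Test system – STEP tyrosine phosphatase · Technique – FITC-channel fluorescence of OMFP product · Schedule – 20 min at room temperature, dark · Evaluation – control-normalized % inhibition with plate pattern correction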
LMPTP inh = LMPTP (human) inhibition. AID 651560. actives 0.22% (n = 360,000). inhibition, % at 20 µM. recombinant LMPTP-A, OMFP fluorogenic substrate, fluorescence intensity;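 active = compounds that cut the enzyme signal by at least half of the control window in the single-dose screen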;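 note: plate controls were DMSO wells with enzyme plus substrate for no effect and substrate without enzyme for full effect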
Target sequence (P24666 whole entry, looked up): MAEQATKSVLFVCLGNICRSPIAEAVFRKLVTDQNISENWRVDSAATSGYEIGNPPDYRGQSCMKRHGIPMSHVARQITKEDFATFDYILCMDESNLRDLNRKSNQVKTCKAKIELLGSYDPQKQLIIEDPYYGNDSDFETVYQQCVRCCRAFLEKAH
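test system = LMPTP-A | amount = 0.625 nM LMPTP-A final | reagent = fluorogenic phosphatase substrate OMFP at 400 µM final | incubation = 50 min at room temperature | benchmarks = no-enzyme low control, uninhibited high control | medium = Bis-Tris pH 6.0, DTT, detergent | signal = fluorescence intensity of OMFP turnover product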
Rpn11 inh = blocks the human proteasome subunit Rpn11. O00487. AID 588493. human 26S proteasome, Ub4-pepOG fluorescence polarization; 20S core pre-blocked with epoxomicin. actives 0.59% (n = 360,000). calls only at 20 µM;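 active = inhibition at 20 µM, scaled to each plate's controls, above about 33%, limit read from the data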
Target sequence (O00487 whole entry, looked up): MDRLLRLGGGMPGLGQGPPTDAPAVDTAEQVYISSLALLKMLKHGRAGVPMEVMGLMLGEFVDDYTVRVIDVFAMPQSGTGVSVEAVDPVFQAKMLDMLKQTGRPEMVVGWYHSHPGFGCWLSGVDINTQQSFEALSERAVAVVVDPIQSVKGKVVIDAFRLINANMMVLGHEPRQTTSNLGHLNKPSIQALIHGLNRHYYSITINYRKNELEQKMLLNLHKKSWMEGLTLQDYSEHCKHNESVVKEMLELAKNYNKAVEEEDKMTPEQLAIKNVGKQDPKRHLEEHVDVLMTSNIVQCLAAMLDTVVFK
Scp1 inh = Scp-1 (human) phosphatase inhibition; Recombinant Scp1, phosphopeptide, malachite green phosphate absorbance; actives 0.88% (n = 340,000); AID 493091; inhibition, % at 20 µM;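 active = inhibition above about 50% at 20 µM, limit read from the data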;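 note: plate controls were DMSO wells with enzyme for no effect and wells lacking enzyme for full effect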
Target sequence (Q9GZU7 76-261 limits assumed): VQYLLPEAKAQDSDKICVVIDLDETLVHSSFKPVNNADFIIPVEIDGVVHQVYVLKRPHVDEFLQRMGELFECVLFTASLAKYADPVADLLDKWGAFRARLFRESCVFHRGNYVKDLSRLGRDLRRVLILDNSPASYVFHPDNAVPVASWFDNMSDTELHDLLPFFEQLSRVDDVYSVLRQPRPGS
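Incubation: 45 min enzyme reaction at room temperature / System: truncated SCP-1 phosphatase (76-261aa) / Reagent: Phospho 17-mer peptide substrate / Buffer or medium: Acidic Tris acetate buffer with magnesium and detergent / Signal: absorbance at 630 nm / Doses: one concentration, 20 µM, with 1.0% DMSO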
CendR NRP1 mod = modulators of CendR peptide binding to human neuropilin-1; O14786; FAM-RPARPAR peptide binding to NRP-1, fluorescence polarization; inhibition, % at 25 µM; actives 0.85% (n = 360,000); AID 602438;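 active = inhibition or corrected inhibition above about 18%, plus a signal ratio from 0.5 to 1.5, limit read from the data, passing the limit was not always enough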; note: strong numbers were not always called active
SKN-1 block = blocks SKN-1 activity in C. elegans | C. elegans VP596 Pgst-4::GFP/RFP ratio, acrylamide-induced, 24 h | inhibition, % at 21.8 µM | actives 0.49% (n = 360,000);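 active = interference check ratio from 0.5 to 1.5 plus GFP to RFP signal ratio inhibition reaching or exceeding a fixed threshold, cut at about 30% in these data, passing the limit was not always enough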; note: some compounds called inactive have numbers as strong as hits
MT1-MMP act inh = MT1-MMP (human) activation inhibition | P50281 | HT1080 RFP-PRO-GFP cells, GFP/RFP ratio fluorescence, overnight; percent of plate control window, DMSO zero | GFP/RFP ratio change, % at 20 µM | actives 0.061% (n = 360,000);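 active = GFP/RFP ratio change of at least 30% with cell ATP level not reduced by more than half and red fluorescence within 50% of control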; note: strong numbers were not always called active
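Read-out: GFP/RFP fluorescence ratio; Test system: RFP-PRO-GFP reporter HT1080 cells; Compound dosing: single-point 20 µM compound, 1% DMSO; Times: overnight compound exposure at 37 °C.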
NadD block = NadD (S. aureus) enzyme inhibition | purified NadD enzyme, colorimetric absorbance read-out | inhibition, % at 20 µM | actives 0.78% (n = 360,000); in the data active = inhibition above about 26%; note: some compounds past the cut are filed as inactive
The depositor's hits bear a star; i = inactive; . = not tested or not shown. No enrichment for hits. About 3.9% of those tested had a hit in this group.

SMILES | SUMO1 PPI mod | DNMT1 inh | STEP inh | LMPTP inh | Rpn11 inh | Scp1 inh | CendR NRP1 mod | SKN-1 block | MT1-MMP act inh | NadD block
CC(Sc1nc(N)cc(=O)[nH]1)C(=O)Nc1ccc(N2CCOCC2)cc1 (configuration not stated) | 1.6 | -0.4 | 1.8 | -0.8 | i | . | -3.0 | 19.1 | 1.1 | 2.4
C=CCN1C(=O)C2(OCCCO2)c2cc(C)ccc21 | 5.2 | 1.0 | -0.5 | -1.3 | i | -2.0 | 0.6 | 11.4 | 6.2 | 3.4
O=C(Nc1cccc(Cl)c1)NC1CCS(=O)(=O)C1 (configuration not stated) | -2.9 | 2.4 | -0.1 | -0.5 | i | -10.3 | 10.4 | 12.0 | 2.2 | -3.3
Cc1ccc(SCc2cn3ccccc3n2)cc1 | -5.5 | -1.6 | 0.4 | -0.7 | i | -6.6 | 3.6 | -0.6 | -0.4 | -6.2
O=C(Nc1nccs1)C1CC=CCC1 (configuration not stated) | 1.2 | 1.2 | -1.1 | 0.3 | i | -4.4 | 5.9 | 6.1 | -2.1 | -17.3
Cn1cnnc1SCc1ccc(C(=O)N/N=C(\CCC(=O)O)c2ccc(C(C)(C)C)cc2)cc1 | 1.3 | 3.8 | -0.1 | -1.0 | i | -13.0 | 1.0 | -1.2 | 6.3 | 4.7
COc1ccc(CCNC(=O)COc2ccc(C)nc2[N+](=O)[O-])cc1OC | -12.3 | -0.6 | 10.9 | -1.6 | i | -4.0 | 10.9 | 5.0 | -4.2 | -1.1
CCOC(=O)c1c(CSc2ccccc2)n(C)c2ccc(O)c(CN3CCN(C)CC3)c12 | 2.3 | -7.3 | -0.7 | 0.4 | i | -16.3 | -0.3 | -2.5 | -2.5 | -11.2
CC(C)COP(=O)(c1ccc(N(C)C)cc1)C(O)c1ccc(Br)cc1 (configuration not stated) | -0.3 | 0.4 | 0.8 | -0.3 | i | -4.0 | 4.2 | -1.5 | 3.8 | -6.0
O=C(O)CN1CCCC1=Nc1ccccc1 | 0.4 | 3.0 | -0.8 | -3.2 | i | -9.7 | 1.6 | -2.6 | -4.0 | -5.9
Cc1ccccc1Nc1nc(N)nc(CSc2nc3ccccc3s2)n1 | 0.0 | -13.2 | -0.2 | 0.9 | i | -4.4 | 7.2 | 9.6 | -0.4 | -0.3
CCCCc1ccc(NS(=O)(=O)c2c(C)n(C)c(=O)n(C)c2=O)cc1 | -1.7 | 0.8 | -2.6 | -0.1 | i | -16.7 | -6.2 | 6.4 | 2.3 | -1.6
Cc1noc(C)c1NC(=O)NCCN1CCN(Cc2ccccc2)CC1 | -1.0 | 2.1 | -3.1 | -3.0 | i | -7.3 | -9.4 | 0.4 | 2.1 | 4.6
CC(C)(C)S(=O)N1Cc2cc(C(=O)NCc3ccc4c(c3)OCO4)nc(-c3cccc(-c4ccccc4)c3)c2[C@@H]1CCO (some centres not stated) | 7.4 | -27.3 | 1.2 | 5.1 | i | . | -3.8 | 1.6 | -0.1 | -0.2
CC(C)(C)NS(=O)(=O)c1ccc(CCC(=O)NCc2cccnc2)cc1 | -3.0 | 5.2 | 4.3 | -1.9 | i | -4.6 | 2.5 | -0.5 | 5.5 | 2.3

As a working copy, some entries already given.
SMILES | SUMO1 PPI mod | DNMT1 inh | STEP inh | LMPTP inh | Rpn11 inh | Scp1 inh | CendR NRP1 mod | SKN-1 block | MT1-MMP act inh | NadD block
Cc1ccccc1Nc1nc(N)nc(CSc2nc3ccccc3s2)n1 | 0.0 | -13.2 | -0.2 | 0.9 | i | -4.4 | 7.2 | 9.6 | -0.4 | -0.3
CCCCc1ccc(NS(=O)(=O)c2c(C)n(C)c(=O)n(C)c2=O)cc1 | -1.7 | 0.8 | -2.6 | -0.1 | i | -16.7 | -6.2 | 6.4 | 2.3 | -1.6

Back to the main list, repeating the three entries before the break.
SMILES | SUMO1 PPI mod | DNMT1 inh | STEP inh | LMPTP inh | Rpn11 inh | Scp1 inh | CendR NRP1 mod | SKN-1 block | MT1-MMP act inh | NadD block
Cc1noc(C)c1NC(=O)NCCN1CCN(Cc2ccccc2)CC1 | -1.0 | 2.1 | -3.1 | -3.0 | i | -7.3 | -9.4 | 0.4 | 2.1 | 4.6
CC(C)(C)S(=O)N1Cc2cc(C(=O)NCc3ccc4c(c3)OCO4)nc(-c3cccc(-c4ccccc4)c3)c2[C@@H]1CCO (some centres not stated) | 7.4 | -27.3 | 1.2 | 5.1 | i | . | -3.8 | 1.6 | -0.1 | -0.2
CC(C)(C)NS(=O)(=O)c1ccc(CCC(=O)NCc2cccnc2)cc1 | -3.0 | 5.2 | 4.3 | -1.9 | i | -4.6 | 2.5 | -0.5 | 5.5 | 2.3
O=C(N/N=C/c1ccco1)c1ccc(N2CCCC2=O)cc1 | -11.3 | 24.1 | 1.8 | -0.1 | i | 27.4 | -11.0 | 15.8 | 3.3 | -3.2
CN(C)C(=O)Cn1cc(S(=O)(=O)Cc2ccccc2)c2ccccc21 | 3.1 | 1.5 | -0.9 | -1.3 | i | -1.7 | 8.4 | 13.0 | -3.6 | 5.0
Cc1nn(C)c(C)c1NC(=O)c1ccnn1C | 1.9 | 1.1 | 3.3 | -1.3 | i | -3.1 | 9.5 | 13.5 | 4.9 | -0.7
CCCN1CCN(c2ncnc3scc(C4COc5ccccc5O4)c23)CC1 (configuration not stated) | 2.2 | -3.6 | 0.2 | -0.4 | i | 0.9 | 7.5 | 0.0 | -3.5 | -1.5
COc1ccc(CNC(=O)COC(=O)CO/N=C(\C)c2ccc3c(c2)OCO3)cc1 | 0.0 | 1.1 | -1.1 | 0.2 | i | -5.7 | -4.5 | 0.1 | -0.6 | -6.2
CC1=NN(c2nc(-c3ccc(F)cc3)cs2)C(=O)C1 | 21.7 | -11.6 | -4.8 | -0.3 | i | -6.0 | -2.1 | 12.7 | 1.3 | 4.9
O=C(CCCCCNC(=O)N1CCn2c1nc1ccccc12)NCc1ccc(F)cc1 | 5.0 | 0.1 | -1.5 | -1.0 | i | 5.9 | -1.2 | -22.2 | 0.8 | 3.2
CCc1ccc(N2CC(C(=O)Nc3ccc(OC)c(S(=O)(=O)N4CCOCC4)c3)CC2=O)cc1 (configuration not stated) | -4.5 | -0.9 | 0.6 | -1.1 | i | . | 9.5 | 10.9 | 3.2 | 6.8
Cc1ccc(CNC(=O)C2CC(c3ccc([N+](=O)[O-])cc3)=NO2)cc1 (configuration not stated) | -27.2 | 8.5 | -2.6 | -0.9 | i | -16.7 | 16.0 | 1.0 | 4.1 | -3.0
O=C(NC(=S)Nc1cccc(Cl)c1)c1cncc(Br)c1 | 3.7 | -7.6 | 7.3 | -0.2 | i | -6.9 | 5.8 | 4.2 | -0.4 | -3.7
CCCCn1ccc(O)c(Cc2ccc(F)cc2)c1=O | 0.2 | 0.2 | 1.3 | -1.5 | i | 0.3 | -3.3 | 10.7 | -0.1 | -0.4
CCCc1cnc(NCCNCC(O)COc2ccc(Cl)c(Cl)c2)nc1 (configuration not stated) | -3.1 | -4.2 | 1.3 | -2.0 | i | 0.4 | 2.6 | 13.8 | 0.6 | -7.9
Cc1c(Cl)c([N+](=O)[O-])nn1CC(=O)Nc1ccc2c(c1)OCO2 | -11.7 | 0.8 | 1.1 | -2.1 | i | -3.1 | 1.0 | -8.0 | 2.4 | -4.0
CS(=O)(=O)c1cccc(C(=O)Nc2cccc(S(=O)(=O)N3CCCC3)c2)c1 | 0.7 | -0.1 | 0.2 | -0.7 | i | -6.9 | 7.5 | 6.2 | -3.2 | -0.7

Sorted by length of the SMILES (highest first): some entries from above.
SMILES | SUMO1 PPI mod | DNMT1 inh | STEP inh | LMPTP inh | Rpn11 inh | Scp1 inh | CendR NRP1 mod | SKN-1 block | MT1-MMP act inh | NadD block
CS(=O)(=O)c1cccc(C(=O)Nc2cccc(S(=O)(=O)N3CCCC3)c2)c1 | 0.7 | -0.1 | 0.2 | -0.7 | i | -6.9 | 7.5 | 6.2 | -3.2 | -0.7
O=C(N/N=C/c1ccco1)c1ccc(N2CCCC2=O)cc1 | -11.3 | 24.1 | 1.8 | -0.1 | i | 27.4 | -11.0 | 15.8 | 3.3 | -3.2
CCCCn1ccc(O)c(Cc2ccc(F)cc2)c1=O | 0.2 | 0.2 | 1.3 | -1.5 | i | 0.3 | -3.3 | 10.7 | -0.1 | -0.4
